Screening data (PubChem BioAssay)
TTR transcr act: activators of transthyretin transcription | activation, % at 16.7 µM | SH-SY5Y TTR promoter Gaussia luciferase, luminescence; 100% = recombinant luciferase protein wells | 92,000 tested, 1.3% active;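 active means activation above the mean of all tested compounds plus 3 SD, cut at about 9.5% in these data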;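 further: cells exposed to compounds for one day before reading; 0% = median of all test compound wells on the plate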
* hit, by the source's call.

SMILES	TTR transcr act
O=C(O)c1cc(NN=C2CCN(Cc3ccccc3)CC2)ccc1Cl	-0.7
CCCOC(=O)c1cc(-c2ccc(C=O)o2)ccc1Cl	-1.0
CC=Cc1cc2c(c(=O)o1)C(=O)C(O)C(C)O2 (stereo not drawn)	-1.7
CCOC(=O)COc1ccc(S(=O)(=O)Nc2ccc(C)cc2)cc1	-2.8
COc1cc(C(C)=O)ccc1COc1ccc(C(=O)OCC(N)=O)cc1OC	1.3
O=C(Nc1ccc2c(c1)OCCO2)c1[nH]c(C(F)(F)F)nc1-c1ccccc1	-0.4
CCc1c(C)nc2cc(-c3cc(OC)cc(OC)c3)nn2c1N1CCCC1	-0.1
Nc1ccc(-c2cc3ccccc3oc2=O)cc1	1.8
Cc1cc(-c2ccccc2)n2nc(C)c(C#N)c2n1	-1.4
COc1ccccc1NC(=O)COc1ccccc1C(=O)c1cnn(-c2ccccc2)c1	0.8
O=C(O)CN(c1ccccn1)S(=O)(=O)c1ccccc1	2.2
C#Cc1ccc([C@H]2C=C(C(=O)NCc3nc4ccccc4[nH]3)O[C@@H](OCC)[C@@H]2CCCO)cc1	-3.4
O=C(CSc1nnc2scc(-c3ccccc3)n12)NCc1ccc2c(c1)OCO2	2.9
CC(C)(C)c1ccc(OCc2nnc(SCC(N)=O)n2N)cc1	1.6
Cc1ccc(OCCOCCN(C)C)c(Cl)c1	1.6
CC1CN(C(=O)c2cc(S(=O)(=O)N3CCCCC3)ccc2Cl)CC(C)O1 (stereo not drawn)	-1.4
O=C(Nc1nnc(SCC(=O)N2CCCC2)s1)C1CC(=O)N(c2ccccc2)C1 (stereo not drawn)	1.0
COc1cc(C(=O)Nc2nc(N)n(-c3ccccc3)n2)cc(OC)c1OC	-0.7
CCCCCNC(=O)C(c1ccncc1)n1c(=O)c(-c2ccco2)nc2ccccc21 (stereo not drawn)	-0.7
Cn1ccnc1SCC(=O)Nc1ccc(Cl)cn1	5.5
O=[N+]([O-])c1ccc(Oc2ccc(-c3cnc4ccccc4n3)cc2[N+](=O)[O-])cc1	3.7
CCN(CC)c1ccc2cc(C(=O)O)c(=O)oc2c1	7.7
O=C1c2ccccc2C2(c3ccccc3)NCCCN12 (stereo not drawn)	-1.2
CC(C)N(Cc1ccccc1)C(=O)CN1c2cccc3cccc(c23)S1(=O)=O	4.2
COc1ccc(CN2C(=O)C(CC(=O)NCCCCc3ccccc3)CC(C(=O)N(C(C)C)C(C)C)=C2C)cc1 (stereo not drawn)	-1.8
COc1ccc(N2CC(C(=O)O)CC2=O)cc1 (stereo not drawn)	-2.4
NC(=O)c1ccc(NC(=O)CC23CC4CC(CC(Br)(C4)C2)C3)cc1	-1.9
CC1CCN(S(=O)(=O)N2CCN(C(=O)c3ccc4c(c3)OCO4)CC2)CC1	2.9
COc1ccc(NC(=S)Nc2ccc(S(=O)(=O)N3CCCCC3)cc2)cc1	12*
CC(SC(C)C(=O)NN=Cc1c[nH]c2ccccc12)C(=O)NN=Cc1c[nH]c2ccccc12 (stereo not drawn)	-0.6
Cc1cccc(C2=N/C(=C/c3cccs3)C(=O)O2)c1	6.3
O=S(=O)(NCc1ccccc1)NCc1cccc(C(F)(F)F)c1	-1.1
O=[N+]([O-])c1ccc(O)c(C2=NNC(c3ccccc3F)C2)c1 (stereo not drawn)	-0.8
Cc1nnc(SCC(=O)Nc2cc(C(F)(F)F)ccc2Cl)n1C	-1.1
O=C(N/N=C/C=C\c1ccco1)c1ccccn1	-0.6
CCn1c(CN2c3ccccc3Sc3ccccc32)n[nH]c1=S	1.3

Of the compounds above, these contain a furan ring, fused or not:
SMILES	TTR transcr act
CCCOC(=O)c1cc(-c2ccc(C=O)o2)ccc1Cl	-1.0
CCCCCNC(=O)C(c1ccncc1)n1c(=O)c(-c2ccco2)nc2ccccc21 (stereo not drawn)	-0.7
O=C(N/N=C/C=C\c1ccco1)c1ccccn1	-0.6

Next records follow:
SMILES	TTR transcr act
CCCCOCCCNC(=O)C[C@@H]1C[C@@]2(C(=O)OC)CC(C)(C)CC=C2N(Cc2ccc3c(c2)OCO3)C1=O	-2.0
COc1ccc(NC2CCCN(C(=O)CN3CCOC3=O)C2)cc1 (stereo not drawn)	-2.3
CN(C)CCOc1ncnc2c1oc1ccccc12	-1.5
COC(=O)c1sc(N)c(C(=O)OC)c1COC(=O)CCNS(=O)(=O)c1ccc(C)cc1	1.4
CCN(CC)C(=O)C1CCCN(C/C=C/c2ccccc2[N+](=O)[O-])C1 (stereo not drawn)	-0.5
COc1ccc2cc(CCl)c(Cl)nc2c1	4.4
O=C(CNC1CC1)Nc1cc(C(F)(F)F)ccc1Cl	3.7
O=C(CN1C(=O)COc2ccc(S(=O)(=O)N3CCCCC3)cc21)NCc1ccccc1Cl	-0.2
Cc1ccc(S(=O)(=O)N(CC(=O)N2CCc3ccccc3C2)c2ccc(Cl)c(Cl)c2)cc1	-1.4
COC(=O)c1ccccc1NC(=O)c1noc2c1CCCC2	-1.6
CC(C)(CNC(=S)NCCc1ccccc1)CNC(=S)NCCc1ccccc1	-2.7
O=c1oc2ccccc2c(Cl)c1CN1CCCCC1	3.4
CC[C@]12c3[nH]c4ccc(OC)cc4c3CCN1C(=O)C(CC(=O)NCCN1CCOCC1)C[C@@H]2C(=O)N1CCN(C(=O)C2CC2)CC1 (stereo partly drawn)	-1.1
O=C(CN1CCOCC1)Nc1ccc(-c2nc3ccccc3[nH]2)cc1	0.8
O=C(CN1CCCCC1)NNc1nc(-c2ccccc2)c2cc(Br)ccc2n1	4.3
Cc1noc(C)c1C(=O)Nc1nc(-c2ccc(F)c(F)c2)cs1	-3.1
CN(C)CCC(Oc1ccccc1OCc1ccccc1)c1ccccc1 (stereo not drawn)	0.1
O=C(Nc1ccc2oc(-c3cccnc3)nc2c1)c1ccc([N+](=O)[O-])o1	-2.2
CCOC(=O)Cc1csc(NC(=O)CCc2ccc(S(=O)(=O)N3CCOCC3)cc2)n1	-2.1
CC12CCC(=O)N1C(C(=O)Nc1nnc(SCc3ccccc3F)s1)CS2 (stereo not drawn)	2.0
COc1ccc([C@@H]2CC=C(C(=O)O)[C@H](c3ccc(Br)cc3)N2S(=O)(=O)c2ccc(C)cc2)cc1OC	-0.7
Fc1ccccc1Cn1nnc2c(-n3ccnc3)ncnc21	-2.2
COc1ccccc1Nc1nc(-c2cccc([N+](=O)[O-])c2)cs1	-1.8
C=CCc1cccc2cc(C(=O)Nc3ccccc3C(=O)O)c(=O)oc12	-2.2
Cc1cc(Cl)ccc1OCC(=O)NCCC(=O)O	-0.5
CC(C)CC1C(=O)N(Cc2cn(CCC3OCCCO3)nn2)CCS(=O)(=O)N1Cc1ccc(-c2ccncc2)cc1 (stereo not drawn)	1.4
O=C(Nc1ccc2c(c1)OCO2)NC1CCCCN(Cc2cccc(Cl)c2)C1=O (stereo not drawn)	1.4
CCc1ccc(NC(=O)C(=O)c2ccccc2NC(C)=O)cc1	-1.3
CC1(C(=O)NS(=O)(=O)c2cccs2)CCN1C(=O)c1cccc(F)c1 (stereo not drawn)	-0.2
O=C(c1ccco1)N(Cc1ccco1)Cc1cc2ccccc2[nH]c1=O	1.6
C[C@@H](NC(=O)c1nc[nH]c1C(=O)OCc1ccccc1)c1ccccc1	0.8
Cc1c(C(=O)O)oc2c3c(ccc12)OCCO3	-0.1
Cc1nc2c(=O)n(C)c(=O)n(C)c2nc1Cl	-6.1
O=C(N/N=C\c1cc(Br)cs1)c1ccncc1	-0.7
CCOC(=O)c1ccc(NC(=O)CN2CCN(C(=O)c3ccco3)CC2)cc1	0.7
COc1ccc(-c2ccc(/C=N/N3C(=O)C4C5C=CC(C6CC56)C4C3=O)o2)c([N+](=O)[O-])c1 (stereo not drawn)	2.5
Cc1cc2cc(CN(C(=O)C3CC3)C3CCCC3)c3nnnn3c2cc1C	0.0
O=C(NCc1ccccn1)[C@@H]1C[C@H]1[C@@H](NP(=O)(c1ccccc1)c1ccccc1)c1ccccc1	1.3
Cc1ccc(-n2nnc(-c3cccnc3Cl)n2)cc1	-1.8
Cc1ccc(Oc2ncccc2C(=O)NCC(=O)O)cc1	-0.7
O=C(Cc1ccccc1)Nc1ccc(NC(=O)c2ccco2)nc1	-1.3
CC[C@]12c3[nH]c4cc(-c5ccco5)ccc4c3CCN1C(=O)[C@@H](CC(=O)NCc1ccco1)C[C@@H]2C(=O)N1CCN(C(=O)c2ccco2)CC1	-1.7
CN(C)S(=O)(=O)c1cccc(NC(=O)/C=C/c2ccccc2[N+](=O)[O-])c1	-1.9
O=c1[nH]c2cc3c(cc2cc1CN(CCc1ccccc1)Cc1nnnn1CC1CCCO1)OCO3 (stereo not drawn)	-1.2
CCc1nc(Nc2ccncc2)c2oc3ccccc3c2n1	5.0
O=C1NC(=O)C(=Cc2ccccc2[N+](=O)[O-])S1	-1.0
Cc1cc(C)cc(NC(=O)CSc2nnc(CN3CCOCC3)n2C)c1	-0.4
O=C(C=Cc1ccccn1)c1ccccc1	-5.8

Looked up above:
Under TTR transcr act, Cc1ccc(Oc2ncccc2C(=O)NCC(=O)O)cc1 shows -0.7
Under TTR transcr act, Cc1cc2cc(CN(C(=O)C3CC3)C3CCCC3)c3nnnn3c2cc1C shows 0.0
Under TTR transcr act, O=C(NCc1ccccn1)[C@@H]1C[C@H]1[C@@H](NP(=O)(c1ccccc1)c1ccccc1)c1ccccc1 shows 1.3
Under TTR transcr act, O=C1NC(=O)C(=Cc2ccccc2[N+](=O)[O-])S1 shows -1.0

Next section
SMILES	TTR transcr act
O=S(=O)(NC1CCCCC1Nc1ccccc1)c1ccccc1 (stereo not drawn)	2.0
C#CCOCCOCCOCCNc1nc(N2CCN(C(=O)C([C@@H](C)O)n3cc([C@@H](N)CCCCN)nn3)CC2)nc(N2CCN(C(=O)C([C@@H](C)O)n3cc([C@@H](N)CCCCN)nn3)CC2)n1 (stereo partly drawn)	0.1
O=C(NN1CC(=O)N(c2cc(Cl)cc(Cl)c2)CC1=O)c1cccs1	1.2
O=C(Nc1ccc(Cl)cn1)c1ccccc1SCc1ccccc1	0.5
O=C(NNC(=O)C1CCC(C(=O)NNC(=O)c2cccs2)CC1)c1cccs1 (stereo not drawn)	0.8
COc1cc(CC(=O)Nc2ccc3nc(C)sc3c2)cc(OC)c1OC	0.7
CCOc1cc(/C=C(\C#N)C(=O)Nc2ccccc2C(=O)O)ccc1OC(=O)c1ccc(C)cc1	1.8
Cc1cc(=O)c(C(=O)O)cn1Nc1ccc(Cl)cc1	-0.3
COc1ccc(-c2nc3ccccc3c(=O)n2CCOc2ccccc2C)cc1	0.4
CCNC(=O)NC(=O)COC(=O)CCCSc1nc2ccccc2[nH]1	-1.1
O=C(C[n+]1ccccc1)Nc1ccccc1	-0.2
Cc1ccc(S(=O)(=O)N(C)c2ccc(C(=O)NCC(c3ccco3)N(C)C)cc2)cc1 (stereo not drawn)	0.3

Sorted by value in TTR transcr act (ascending): some entries from above.
| mol | TTR transcr act |
| --- | --- |
| CCNC(=O)NC(=O)COC(=O)CCCSc1nc2ccccc2[nH]1 | -1.1 |
| O=C(C[n+]1ccccc1)Nc1ccccc1 | -0.2 |
| C#CCOCCOCCOCCNc1nc(N2CCN(C(=O)C([C@@H](C)O)n3cc([C@@H](N)CCCCN)nn3)CC2)nc(N2CCN(C(=O)C([C@@H](C)O)n3cc([C@@H](N)CCCCN)nn3)CC2)n1 (stereo partly drawn) | 0.1 |
| COc1cc(CC(=O)Nc2ccc3nc(C)sc3c2)cc(OC)c1OC | 0.7 |
| O=C(NN1CC(=O)N(c2cc(Cl)cc(Cl)c2)CC1=O)c1cccs1 | 1.2 |
| O=S(=O)(NC1CCCCC1Nc1ccccc1)c1ccccc1 (stereo not drawn) | 2.0 |

(cont.)
SMILES	TTR transcr act
Cc1ccc(C(NC(=O)N2CCCC2)C(Cl)Cl)cc1F (stereo not drawn)	-0.7
CC(=O)Nc1ccc(C(=O)N2CCCCC2c2cc(C(=O)Nc3ccccc3Cl)no2)cc1 (stereo not drawn)	-0.7
C=CCNc1ccc(N2C(=O)C3CCC(C)CC3C2=O)cc1[N+](=O)[O-] (stereo not drawn)	1.3
COc1cc2ncnc(NCc3ccccc3Cl)c2cc1OC	-1.3
O=C(COc1ncnc2sccc12)N1CCN(C(=O)c2ccco2)CC1	-1.5
Cc1cc(C)nc(N2CCCC(C(=O)Nc3nnc(C(C)(C)C)s3)C2)n1 (stereo not drawn)	-0.5
CN1OC[C@@H]2CN(Cc3cc(Cl)cc(Cl)c3)[C@H](c3cccc(-c4ccccc4)c3)C[C@@H]21	-0.8
COc1ccc(CSc2nncn2C)cc1F	-1.8
CCc1cc(-c2n[nH]c(C)c2-c2nc3ccccc3s2)c(O)cc1OCC(=O)NN	3.5
O=Cc1cc(CCC(=O)O)ccc1O	11*
CCC(CO)NC(=O)c1ccc(-c2nn(C)c(=O)c3ccccc23)cc1 (stereo not drawn)	2.2
Cc1ccc(SCC(=O)NC2CCS(=O)(=O)C2)cc1C (stereo not drawn)	0.8

In another format: results already given
COc1ccc(NC2CCCN(C(=O)CN3CCOC3=O)C2)cc1 (stereo not drawn)
  TTR transcr act = -2.3
O=C(Nc1ccc2c(c1)OCO2)NC1CCCCN(Cc2cccc(Cl)c2)C1=O (stereo not drawn)
  TTR transcr act = 1.4

Next compounds follow.
SMILES	TTR transcr act
CC(/C=C/c1ccco1)=N/NC(=O)Cc1cccs1	-0.5
CC1=C(C(=O)Nc2ccccc2C(=O)N2CCCCC2)SCCO1	1.4
O=C(NNC(=O)c1sccc1-n1cccc1)c1cccc(Cl)c1	1.6
CCn1c(C)c(CCC(=O)O)c(=O)n2nc(-c3ccccc3OC)cc12	1.2
CCOCCCNC(=O)c1cc(Sc2ccc(C)cc2)nc2ccccc12	-1.9
CSc1ccc(CCNC(=O)CSc2ccsc2[N+](=O)[O-])cc1	-0.1
O=C(/C=C1\NC2(CCCC2)Cc2ccccc21)C(=O)N/N=C/c1ccccc1O	1.0
CCOC(=O)c1cccc(NC(=O)C(NS(=O)(=O)c2ccc3c(c2)CCN3C(C)=O)C(C)C)c1 (stereo not drawn)	-1.6
CC(=O)c1ccc(NC(=O)Nc2ccncc2)cc1	0.6
CCOC(=O)CCCNC(=O)CSc1nnc(-c2ccccc2)c(-c2ccccc2)n1	-1.5
N#C/C(=C(/O)COc1ccccc1)c1nnc2n1CCCCC2	6.7
CCCCC[C@H]1CCCCC[C@@H](O)C[C@H](O)[C@H](O)/C=C/C(=O)O1	-1.9
Cn1c(NCc2ccc3occc3c2)nc2cc(-c3cccc(C(F)(F)F)c3)sc2c1=O	-1.2
COc1ccc2c(c1)N[C@@](CCNC=O)(c1[nH]c3ccccc3c1CCNC=O)C2=O	2.9

The list is partial, so the mix of outcomes need not match the whole.
